# Source: PubChem BioAssay
# NPY2 pot ag – human NPY-Y2 potentiation or agonism, primary screen | cells expressing NPY-Y2, potentiator/agonist read-out | activation, % at 3.6 µM | actives 0.45% (n = 220,000) | AID 1359; in the data active means activation above about 27%;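 further: cells stimulated with NPY near EC25 plus isoproterenol at EC100; 0% = vehicle plus submaximal agonist and 100% = vehicle plus saturating agonist; some results beyond the cut were filed as inactive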
# Target sequence (P49146 whole entry, looked up): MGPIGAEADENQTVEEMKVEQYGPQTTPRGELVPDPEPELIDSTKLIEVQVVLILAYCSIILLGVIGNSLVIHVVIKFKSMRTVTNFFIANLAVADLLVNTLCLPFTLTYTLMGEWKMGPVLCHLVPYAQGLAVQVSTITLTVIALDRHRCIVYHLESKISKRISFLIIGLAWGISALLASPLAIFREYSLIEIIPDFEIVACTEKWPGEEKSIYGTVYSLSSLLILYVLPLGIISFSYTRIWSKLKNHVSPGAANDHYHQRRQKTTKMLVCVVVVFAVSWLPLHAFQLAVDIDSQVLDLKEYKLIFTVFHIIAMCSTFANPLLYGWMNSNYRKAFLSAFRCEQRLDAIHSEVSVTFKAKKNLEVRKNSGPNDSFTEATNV
# S1P4 antag – antagonists of human S1P4 receptor. O95977. S1P4-expressing cells, antagonist mode, reporter read-out. inhibition, % at 4.98 µM. actives 0.26% (n = 220,000). AID 1510; in the data active means inhibition above about 29%;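 further: 0% = wells stimulated with agonist and 100% = vehicle wells without agonist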
# Target sequence (O95977 whole entry, looked up): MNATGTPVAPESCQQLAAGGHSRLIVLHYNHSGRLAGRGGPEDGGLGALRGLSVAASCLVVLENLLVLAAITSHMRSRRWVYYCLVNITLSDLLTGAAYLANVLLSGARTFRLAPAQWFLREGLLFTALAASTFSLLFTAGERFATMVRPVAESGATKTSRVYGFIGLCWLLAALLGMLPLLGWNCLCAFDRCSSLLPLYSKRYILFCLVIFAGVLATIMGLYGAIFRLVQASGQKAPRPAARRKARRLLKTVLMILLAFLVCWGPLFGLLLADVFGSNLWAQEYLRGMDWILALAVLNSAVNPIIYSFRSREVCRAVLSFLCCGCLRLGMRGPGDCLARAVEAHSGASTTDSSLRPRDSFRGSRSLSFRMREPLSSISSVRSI
# BaF3 tox – counter-screen for JAK2V617F inhibitors: parental Ba/F3 viability inhibitors; CellTiter-Glo ATP luminescence; inhibition, % at 5.6 µM; actives 1.1% (n = 220,000);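 active means inhibition above a per-campaign cutoff, the mean inhibition of all tested compounds plus 3 SD, cut at about 27% in these data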;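 further: 0% = DMSO wells and 100% = JAK Inhibitor I control wells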
# NPY-Y1 PAM-ag – potentiates or activates human NPY-Y1 receptor. P25929. NPY-Y1 expressing cells, potentiator/agonist activation. activation, % at 3.6 µM. actives 0.37% (n = 220,000); in the data active means activation above about 33%, passing the limit was not always enough;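 further: cells stimulated with NPY at EC10 then isoproterenol at EC100; 0% = low agonist plus stimulus and 100% = saturating agonist plus stimulus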
# Ba/F3 V617F tox – loss of viability in JAK2V617F-driven Ba/F3 cells; Ba/F3 EpoR-JAK2V617F viability, ATP luminescence; inhibition, % at 5.6 µM; AID 1446; actives 1.1% (n = 220,000);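 active means inhibition above the campaign mean plus 3 SD over all tested compounds, cut at about 24% in these data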;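 further: cytokine-independent growth of Ba/F3 cells driven by EpoR plus mutant JAK2; 0% = DMSO-treated cells and 100% = JAK inhibitor I control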
# NPY Y1 blocker – antagonists of human neuropeptide Y receptor Y1; P25929; HEK293-CNG Y1 cells, membrane potential fluorescence; NPY at EC95, then isoproterenol; inhibition, % at 3.6 µM; actives 1% (n = 200,000); AID 1040;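 active means inhibition above the campaign mean inhibition of all tested compounds plus 3 SD, cut at about 20% in these data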;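 further: 0% = DMSO wells given NPY plus isoproterenol and 100% = isoproterenol alone without NPY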
#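 Test system: HEK293 cells co-expressing NPY Y1 receptor and cyclic-nucleotide gated channel; Also added: NPY (25 nM), isoproterenol (1 µM), Ro 20-1724 (25 µM); Compound dosing: one concentration, 3.6 µM, in 0.4% DMSO; Timing: dye 3 h, compound 60 min room temperature, stimulation 45 min; Technique: Membrane-potential fluorescent dye readout.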
# CHOP inh – blocks CHOP induction under ER stress; CHO-K1 CHOP-promoter luciferase, tunicamycin-induced, 15-18 h; inhibition, % at 10 µM; actives 3.8% (n = 220,000); AID 2732;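 active means compounds that reduced the stress-induced luciferase reporter signal by more than about 70% of percent inhibition, limit read from the data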;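 further: 0% = tunicamycin plus vehicle and 100% = wells without tunicamycin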
# p47phox inh – blocks human p47phox regulatory protein of NADPH oxidases; inhibition, % at 24.7 µM; actives 0.53% (n = 220,000); p47phox/p22phox peptide binding, fluorescence polarization, 2 h; AID 1274;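 active means inhibition above about 30%, limit read from the data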;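 further: 0% = p47phox with labelled peptide and 100% = labelled peptide alone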
# S1P4 ag – agonists of human S1P4 receptor. actives 0.35% (n = 220,000). activation, % at 4.98 µM. O95977. AID 1509. S1P4-expressing cell line, agonist reporter assay; in the data active means activation above about 11%;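 further: 0% = DMSO vehicle and 100% = reference agonist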
# Active calls of the source: *; nt = not tested or not shown.
SMILES,NPY2 pot ag,S1P4 antag,BaF3 tox,NPY-Y1 PAM-ag,Ba/F3 V617F tox,NPY Y1 blocker,CHOP inh,p47phox inh,S1P4 ag
CNC(=O)Nc1ccc2snnc2c1,2,-6,13,-1,3,3,34,-4,-0.1
O=C(O)CCCNC(=O)c1cccc(C(=O)NCCCC(=O)O)n1,11,-4,4,12,1,7,3,-5,0.6
COc1nc2ccccc2nc1OC,4,-7,-4,0,0,-3,7,-3,-0.6
Cc1c(N2C(=O)c3ccc(F)cc3C2=O)c(=O)n(-c2ccccc2)n1C,-10,1,3,-6,-3,0,-11,-7,0.1
CC(C)N1CCN(Cc2ccc(C#CC(C)(C)O)cc2)CC1CCO (centres undefined),-6,-9,5,-5,-7,2,6,5,-0.2
CC1CCN(CCOCCOc2ccc(Br)cc2Cl)CC1,6,1,8,-11,2,3,-23,7,-0.2
COC(=O)C(NC(=O)CCc1c(C)nc2ncnn2c1C)C(C)C (centres undefined),-11,-11,4,14,-3,-3,29,-15,0.2
COc1ccccc1C(=O)NC(=S)Nc1ccc(S(=O)(=O)N2CCN(C)CC2)cc1,4,-3,9,-30,-1,4,42,-6,2.6
COCCCNS(=O)(=O)c1ccc(Cl)c(C(F)(F)F)c1,12,-9,-2,7,-4,-1,-37,-6,-0.4
CC(C)CC(NC(=O)C1CCC(C)CC1)C(=O)NCc1ccco1 (centres undefined),14,10,4,-1,1,4,-9,-4,-0.4
Cc1ccc(S(=O)(=O)NN2Cc3ccccc3C2=N)cc1,1,-4,3,7,-3,-2,-19,11,0.0
CC1(C)CC2CC(C)(CN2C(=S)Nc2ccccc2)C1 (centres undefined),-4,1,5,-26,0,8,34,-2,1.2
CCN(CC)c1ncnc2c1sc1nc(C)cc(C)c12,-2,-11,0,-14,-1,6,42,-3,0.0
Cc1nc2ncnn2c(C)c1CCC(=O)NCCc1ccccc1,-14,-6,4,-5,5,3,11,-3,-0.6
CN(C)c1ccc(P(=O)(COc2ccc([N+](=O)[O-])cc2)c2ccc(N(C)C)cc2)cc1,-1,19,3,19,0,nt,3,0,0.8
Cc1noc(C)c1COC(=O)c1ccccc1NC(=O)c1ccco1,-15,7,6,-16,2,14,48,-8,-0.7
COc1cccc(N2C(=O)C(O)=C(C(C)=O)C2c2ccc(OC)c(OC)c2)c1 (centres undefined),-14,-12,7,3,5,9,-2,-5,1.2
O=C(Cc1c[nH]c2ccccc12)N1CCc2ccccc21,-10,0,3,9,0,-4,-32,-4,0.5
O=C(NCc1ccco1)C1CC(=O)N(c2ccc(Cl)cc2)C1 (centres undefined),15,-2,1,14,-5,-1,17,-7,-1.0
CC(NC(=O)CSc1nc2c(cc1C#N)CN(C)CC2)c1ccccc1 (centres undefined),6,4,3,7,3,3,-12,-6,-3.0
Cc1ccc(C)c(OCC(=O)Nc2cccc(C(=O)O)c2)c1C,2,-14,0,12,-4,6,-3,-12,0.8
Cc1nc2ccc(NC(=O)N3CCCCC3)cc2s1,10,-5,4,15,-2,-1,26,-11,0.7
O=C(CCC1CCCN(Cc2ccncc2)C1)NCc1ccc(F)c(F)c1 (centres undefined),7,-7,1,-1,-2,1,38,-13,0.5
COc1ccc(NC(=O)Nc2nc3ccccc3s2)cc1,-4,2,-5,19,3,nt,7,-16,0.5
Cc1ccc(OCC(=O)Nc2ccc(S(=O)(=O)Nc3ccccn3)cc2)cc1,4,-13,1,8,-3,-1,33,5,1.3

# A section taken from the entries so far:
SMILES,NPY2 pot ag,S1P4 antag,BaF3 tox,NPY-Y1 PAM-ag,Ba/F3 V617F tox,NPY Y1 blocker,CHOP inh,p47phox inh,S1P4 ag
CNC(=O)Nc1ccc2snnc2c1,2,-6,13,-1,3,3,34,-4,-0.1
O=C(O)CCCNC(=O)c1cccc(C(=O)NCCCC(=O)O)n1,11,-4,4,12,1,7,3,-5,0.6
COc1nc2ccccc2nc1OC,4,-7,-4,0,0,-3,7,-3,-0.6
Cc1c(N2C(=O)c3ccc(F)cc3C2=O)c(=O)n(-c2ccccc2)n1C,-10,1,3,-6,-3,0,-11,-7,0.1

# Continuation:
SMILES,NPY2 pot ag,S1P4 antag,BaF3 tox,NPY-Y1 PAM-ag,Ba/F3 V617F tox,NPY Y1 blocker,CHOP inh,p47phox inh,S1P4 ag
Cn1c(N2CCN(C(=O)Nc3ccc(F)cc3)CC2)nc2ccccc21,7,-19,6,5,-2,-4,8,3,-2.1
C=CCN1CCN(C(c2ccccc2)c2nnnn2CCC(C)C)CC1 (centres undefined),-24,0,9,-26,4,6,35,5,-0.5
COC(=O)C1C(O)=C(C=NCC(C)N=CC2=C(O)C(C(=O)OC)C(C)(C)CC2=O)C(=O)CC1(C)C (centres undefined),7,-13,2,-9,-1,0,24,0,0.2
O=C(CCc1nc2ccccc2[nH]1)N1CCc2ccccc2C1,1,-2,1,-13,-6,0,3,2,1.2
COc1cc(-c2[nH]ncc2CN(C)Cc2cc(C)[nH]n2)cc(OC)c1OC,-12,-18,4,-1,-2,2,10,36*,0.5
COC(=O)c1ccc(CSc2nnc(N)s2)o1,12,-2,3,8,-3,-2,56,-7,6.0
Cc1cc(S(=O)(=O)N(C)CCc2ccccc2)ccc1-n1cnnn1,15,2,1,-19,-1,-7,14,-89,0.6
COc1ccc(Cc2noc(CN3CCN(c4ccc(Cl)cn4)CC3)n2)cc1OC,-2,-7,6,12,6,1,31,1,-0.9
CCC(=O)N1C(C(=O)O)CSC1c1ccc(OC)cc1 (centres undefined),3,-12,2,-11,-1,-4,15,0,0.4
COCc1nnc(SCC(=O)NC(C)c2ccccc2)n1-c1ccccc1 (centres undefined),6,-22,3,-12,-4,3,-8,-5,-0.9
O=C(NNS(=O)(=O)c1ccc(Br)cc1)c1ccncc1,0,-14,-2,-2,-5,-2,21,-4,0.3
Cn1c(=O)c2c(nc(N/N=C/c3cccnc3)n2Cc2ccc(F)cc2)n(C)c1=O,-5,-5,4,-6,-3,nt,10,-2,0.6
CC(=O)NCCc1ccc(S(=O)(=O)Nc2cccnc2)cc1,1,-9,0,-17,-3,-2,5,-16,0.2
CC(/C=N/NC(=O)Cc1cccn1C)=C\c1ccccc1,-16,-29,6,-10,8,-1,17,-8,-0.5
Cc1ccc(OCC(=O)OCC(=O)Nc2sccc2C(N)=O)cc1C,-2,-13,7,0,2,2,7,-11,-0.4
CCNC(=S)N(CCc1ccccc1C)Cc1cc2cc(OC)c(OC)cc2[nH]c1=O,5,-10,2,9,1,0,35,-10,0.5
CCN(CC)S(=O)(=O)c1ccc2oc(C(=O)NCCCN3CCOCC3)c(C)c2c1,0,1,3,-17,0,2,-5,-10,-1.7
C=CCOc1ccc(NC(=O)C2CC(=O)N(C(C)C)C2)cc1 (centres undefined),7,-4,2,1,4,-4,-18,-8,-0.9
CC1c2[nH]c3ccccc3c2CCN1C(=O)Nc1ccccc1 (centres undefined),9,1,6,47*,-5,-8,23,-1,-1.5
O=C(CCSCc1ccc(Cl)cc1)NCc1ccco1,-4,3,0,-1,-2,4,13,2,1.4
Cc1ccc(CN2CCN(/N=C/c3cc([N+](=O)[O-])ccc3Cl)CC2)cc1,0,5,-1,-1,-5,4,24,-7,0.6
O=C(NC(=S)NCc1ccc(-c2nc3ccccc3s2)cc1)c1ccco1,-1,2,9,10,6,0,-3,3,-0.2
CCN(CC)S(=O)(=O)c1cccc(NC(=O)COC(=O)CCc2nc3ccccc3s2)c1,-13,-1,-1,-16,-3,2,-4,-9,-2.0
Cc1ccc(/C=N/Nc2cn[nH]c(=O)n2)o1,2,-1,5,6,-1,-2,-3,-2,2.0
CN1CCC(=C2c3ccccc3C(O)c3ccccc32)CC1 (centres undefined),-15,2,1,16,-6,nt,-10,-9,-1.2
# Next part:
SMILES,NPY2 pot ag,S1P4 antag,BaF3 tox,NPY-Y1 PAM-ag,Ba/F3 V617F tox,NPY Y1 blocker,CHOP inh,p47phox inh,S1P4 ag
COc1cc(C)nc(Oc2ccc(=O)[nH]n2)n1,-1,-18,5,-16,2,4,23,-14,-0.7
CC(CC(=O)Nc1ccncc1)c1ccccc1 (centres undefined),9,-8,-3,11,-3,-6,22,3,2.6
CCCc1cc(=O)[nH]c(SCC(=O)c2ccc3c(c2)NC(=O)CO3)n1,-18,-11,-4,4,0,nt,12,-19,-0.1
O=C(O)c1cc(-c2cccs2)nn1-c1ccccc1,-10,-21,5,-12,2,5,3,-11,1.7
CN(CC(=O)Nc1ccc(C#N)cc1)Cc1ccc(Cl)c(Cl)c1,-6,-7,7,-3,-3,3,33,-12,-0.1
S=C(NCCc1ccccc1)N/N=C/c1cccc(Cl)c1Cl,-10,-9,6,-66,0,18,10,-11,0.5
O=C(Nc1ccc(Br)cc1)c1ccc(N2C(=O)C3CC=C(Cl)CC3C2=O)cc1 (centres undefined),20,-16,8,34,-1,-9,77*,-25,1.5
CC(=O)Nc1ccc(C(=O)CSc2nnc(Cn3nnc4ccccc43)n2C)cc1,8,5,-1,19,-2,0,17,-3,0.3
O=C(CSCCc1ccccn1)Nc1ccc(Br)cn1,-12,-7,0,-1,-2,3,24,-13,-0.7
Cc1cc(C)c2c(=O)[nH]c(SCC(=O)Nc3ccc(N(C)C)cc3)nc2n1,-7,-15,3,-15,-5,8,18,-5,-1.4
CC(C)Sc1nc(C(F)(F)F)cc(=O)n1-c1ccccc1,6,-18,7,1,-2,0,61,0,-1.0
O=C(CCC1CCCCC1)Nc1ccccc1O,7,-13,11,-18,19,-3,73*,7,-1.7
COc1cccc(/C=C/C(=O)OCC(=O)Nc2cccc(S(=O)(=O)N(C)C)c2)c1,0,-1,4,-9,-2,12,8,-18,0.7
CCN(CCO)C(=O)C(c1ccccc1)c1ccccc1,-8,-5,4,1,-4,4,25,-3,0.0
Nc1ccc(O)cc1C(=O)OCC(=O)c1ccc(C2CCCCC2)cc1,4,8,30*,-1,71*,2,39,-13,0.7
Cc1ccccc1NC(=O)/C(C#N)=C\c1cn(CC(=O)O)c2ccccc12,6,-12,1,-1,-6,0,-26,-8,-0.9
Cc1cc(C)nc(NS(=O)(=O)c2ccc(N/C=C/C(=O)c3ccc(Cl)cc3)cc2)n1,-2,2,-4,9,-2,-1,92*,-9,-2.0
CCOc1ccc(S(=O)(=O)N(CC)CC)cc1N,4,-6,1,1,-1,-6,10,10,-0.9
Cc1ccccc1OCc1nc2ccccc2c(=O)n1NC(=O)c1ccco1,-21,5,1,-26,-6,20*,27,-15,1.8
O=c1c2[nH]c3ccccc3c2ncn1CCCn1ccnc1,-4,-23,4,-18,0,-6,-14,6,0.0
CCCN1CCC(=NNc2ccc(S(N)(=O)=O)cc2[N+](=O)[O-])CC1,13,-4,7,6,3,-4,0,-4,-0.4
CCSc1nnc(-c2ccncc2)n1Cc1ccccc1,-6,-6,1,-6,-4,-3,-1,1,-2.4
Cc1ccn2cc(CNS(=O)(=O)c3cccs3)nc2c1,2,-7,-2,9,1,nt,-5,-6,-0.7
O=S(=O)(c1cc(Cl)ccc1Cl)N1CCNCC1,6,8,0,-1,-4,2,10,-7,-2.9
O=C(Cc1ccccc1F)OCC(=O)N1CCN(C(=O)c2ccco2)CC1,4,-10,6,10,-1,5,22,3,2.2
COc1ccc(C2(NC(C)=O)CCN(C(=O)CCC(=O)O)CC2)cc1,-10,-13,3,-13,3,1,7,-18,2.5

# Only p47phox inh, NPY2 pot ag and S1P4 antag (3 entries from above):
mol | p47phox inh | NPY2 pot ag | S1P4 antag
COc1ccc(C2(NC(C)=O)CCN(C(=O)CCC(=O)O)CC2)cc1 | -18 | -10 | -13
O=C(CCC1CCCCC1)Nc1ccccc1O | 7 | 7 | -13
CCSc1nnc(-c2ccncc2)n1Cc1ccccc1 | 1 | -6 | -6
